# Bioassay records: PubChem BioAssay, several laboratories
# NCF1 inh = blocks human p47phox regulatory protein of NADPH oxidases; P14598; p47phox/p22phox peptide binding, fluorescence polarization, 2 h; inhibition, % at 24.7 µM; 0.53% of 220,000 active; AID 1274;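 active means inhibition above about 30%, limit read from the data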;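 further: 0% = p47phox with labelled peptide and 100% = labelled peptide alone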
# Target sequence (P14598 whole entry, looked up): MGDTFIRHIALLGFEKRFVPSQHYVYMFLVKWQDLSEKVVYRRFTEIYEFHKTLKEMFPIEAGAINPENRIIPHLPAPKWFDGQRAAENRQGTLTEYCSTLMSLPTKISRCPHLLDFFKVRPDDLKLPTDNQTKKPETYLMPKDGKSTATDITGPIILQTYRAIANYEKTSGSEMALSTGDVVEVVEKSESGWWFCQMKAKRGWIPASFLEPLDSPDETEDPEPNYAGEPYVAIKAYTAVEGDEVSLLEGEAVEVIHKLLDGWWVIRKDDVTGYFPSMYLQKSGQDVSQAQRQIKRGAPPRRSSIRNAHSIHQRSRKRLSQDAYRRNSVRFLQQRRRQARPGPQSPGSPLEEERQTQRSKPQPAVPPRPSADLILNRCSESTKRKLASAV
# Furin inhibitor = human furin inhibition | P09958 | purified furin, fluorogenic substrate cleavage | inhibition, % at 30 µM | 0.061% of 220,000 active | AID 463115; in the data active means inhibition above about 25%; further: inactives centre near -15
# Target sequence (P09958 108-714 limits assumed): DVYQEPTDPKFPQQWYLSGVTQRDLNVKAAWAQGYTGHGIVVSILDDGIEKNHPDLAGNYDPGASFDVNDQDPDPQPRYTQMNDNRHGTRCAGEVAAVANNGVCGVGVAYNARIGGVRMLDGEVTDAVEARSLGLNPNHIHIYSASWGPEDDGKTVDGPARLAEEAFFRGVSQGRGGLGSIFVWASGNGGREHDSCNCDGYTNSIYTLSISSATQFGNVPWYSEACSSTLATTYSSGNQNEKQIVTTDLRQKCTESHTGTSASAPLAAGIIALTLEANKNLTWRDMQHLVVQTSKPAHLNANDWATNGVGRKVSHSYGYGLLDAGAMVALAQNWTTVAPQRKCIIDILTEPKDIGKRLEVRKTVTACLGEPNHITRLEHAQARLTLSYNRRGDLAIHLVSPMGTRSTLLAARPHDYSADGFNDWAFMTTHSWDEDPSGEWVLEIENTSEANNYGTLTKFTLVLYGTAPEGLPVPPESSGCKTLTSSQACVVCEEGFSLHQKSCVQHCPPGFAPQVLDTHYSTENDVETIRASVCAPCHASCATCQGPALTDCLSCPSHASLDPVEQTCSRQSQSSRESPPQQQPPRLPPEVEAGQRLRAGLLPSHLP
# TbHK1 inh = T. brucei hexokinase 1 inhibition. recombinant TbHK1, G6PDH-coupled NADH A340. inhibition, % at 10 µM. 0.11% of 220,000 active;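 active means inhibition of 50% or more in the single-dose primary screen; inactive means inhibition below 50%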
# Calpain2 inh = inhibitors of pig calpain II; purified calpain II, fluorogenic peptide substrate, 30 min; inhibition, % at 16 µM; 0.37% of 220,000 active; AID 1236;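 active means inhibition above about 50%, limit read from the data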
# Runt-CBFb FRET = inhibitors of human RUNX1 Runt domain binding to CBFb; Cerulean-Runt/Venus-CBFb FRET ratio 530/480, 1 h; inhibition, % at 20 µM; 0.46% of 220,000 active; AID 1496;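 active means inhibition over about 50% at 20 µM in the single-dose screen, limit read from the data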;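 further: 0% = DMSO wells and 100% = excess unlabeled CBFb competitor control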
#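 Measured by: fluorescence energy transfer, 422 nm excitation, 530/480 nm emission; Assay system: Cerulean-Runt domain; Medium: Tris pH 7.5 buffer with BSA; Measure: loss of energy transfer signal; Controls: 5 µM unlabeled CBFb as full-inhibition high control; Incubation: protein complex preformed 1 h, compound exposure 1 h, room temperature, dark.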
# p97 inhibitor = inhibitors of human p97 ATPase | P55072 | recombinant p97 ATPase, Kinase-Glo ATP luminescence, 3 h | inhibition, % at 8 µM | 0.42% of 220,000 active | AID 1481; in the data active means inhibition above about 15%;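 further: 0% = DMSO vehicle and 100% = wells lacking enzyme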
# RBBP9 inh = inhibitors of human serine hydrolase RBBP9; recombinant RBBP9, FP-Rh probe fluorescence polarization; inhibition, % at 7.94 µM; O75884; 0.2% of 220,000 active;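 active means inhibition above the campaign mean of all tested compounds plus 3 SD, cut at about 14% in these data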;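 further: plate controls were DMSO wells with RBBP9 for no effect and wells lacking RBBP9 protein for full effect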
#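 Controls: DMSO-treated enzyme wells and wells lacking RBBP9 | Material: RBBP9 protein | Technique: Fluorescence polarization | Replication: Single well per compound, no replicates | Buffer or medium: Tris-NaCl-Pluronic buffer, pH 8.0 | Timing: 30 min compound preincubation, 45 min probe labeling, 25 °C | Read-out basis: Percent inhibition from mP, scaled between DMSO and no-protein wells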
# EBV gp42 inh = blocks Epstein-Barr virus glycoprotein 42 binding | Fluorescence polarization binding assay, mP read-out | inhibition, % (tested at 21.74 µM) | 0.42% of 220,000 active | Q1HVG2; in the data active means inhibition above about 50%
# Runt-SMMHC FRET = blocks binding of human RUNX1 Runt domain to CBFb-SMMHC; inhibition, % at 20 µM; 0.74% of 220,000 active; Cerulean-Runt/Venus-CBFb-SMMHC FRET ratio 530/480, 1 h; AID 1434;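 active means mean inhibition across duplicate retests at 20 µM reaching about 50%, limit read from the data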;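 further: 0% = DMSO wells and 100% = wells with excess untagged CBFb-SMMHC; inhibitors lower the FRET ratio by blocking Runt binding to CBFb-SMMHC; some results filed as inactive read as strong as hits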
# Active calls of the source: *; i = inactive; . = not tested or not shown; [ ] = dose if it differs, or a comment. The order is random. About 2.7% of those tested had a hit in this group.
SMILES,NCF1 inh,Furin inhibitor,TbHK1 inh,Calpain2 inh,Runt-CBFb FRET,p97 inhibitor,RBBP9 inh,EBV gp42 inh,Runt-SMMHC FRET
COc1ccc2oc3cc(C)[n+]([O-])c(-c4ccc(Cl)cc4)c3c2c1,2.7,-1.3,1.2,-22.6,0.6,-7.5,-7.5,-0.1,1.3
Cn1nc(C(=O)OCc2ccc(F)cc2)c2ccccc2c1=O,-3.8,-20.7,-2.0,14.0,-4.3,-0.7,-3.4,-2.3,-0.5
COC(=O)c1cc(C(=O)Nc2ccc(S(N)(=O)=O)cc2)cc([N+](=O)[O-])c1,18.0,-10.5,4.7,24.7,0.8,-4.9,-9.5,-3.4,0.3
CCOC(=O)Cn1nnnc1C(C(C)C)N(Cc1cc2c(C)cc(C)cc2[nH]c1=O)C1CCCC1 (stereo not given),-12.6,-15.1[20 µM],-18.7,-11.0,3.5,1.2,-7.7,-9.9,-8.0
CCCC1(C)Nc2ccccc2-c2nc3ccccc3n21 (stereo not given),-5.7,-19.3[20 µM],-10.5,i,6.0,-2.2,-5.2,-1.5,34.5
C/C(Cc1ccccc1)=N\NC(=O)CNC(=O)Cc1ccc(Cl)cc1,-1.8,-17.5,3.0,6.2,0.0,1.8,3.9,-8.5,1.4
Cc1nnc(NC(=O)c2ccccc2C(=O)O)s1,-5.3,-15.0[20 µM],15.6,-6.7,2.1,-2.1,-2.1,-13.5,1.5
c1coc(C2Nc3cccc4cccc(c34)N2)c1,23.7,-15.4,-30.8,-61.4,-14.3,7.0,2.4,14.4,-155.6
Cc1c(Cl)c(C(F)(F)F)nn1CC(=O)N1CCSCC1,-2.7,-8.6[20 µM],-2.2,-1.9,0.8,-0.6,0.7,-10.6,14.4
Fc1ccccc1/C=N/Nc1nn[nH]n1,0.1,-25.6[20 µM],-18.0,11.8,-1.2,5.7,-7.6,11.4,3.7
CCOC(=O)c1[nH]c(C)c(CN(CCc2ccccc2)S(C)(=O)=O)c1C,-11.8,-3.3,2.1,-7.0,-1.4,-9.5,-10.4,0.9,-1.4
Cc1nc(NS(=O)(=O)c2ccccc2)sc1NC(=O)Nc1ccccc1,-9.0,-26.6,1.8,-22.1,5.1,8.2,3.1,-17.5,4.3
Nc1nc(-c2ccc(Br)cc2)cc(C(F)(F)F)n1,-2.1,-18.1[20 µM],-6.5,-13.7,0.8,2.1,0.6,-24.2,-1.7
S=C(NCc1ccc(Cl)cc1)Nc1ccc(Cl)cc1Cl,-14.8,-15.5,2.0,30.8,3.4,5.4,-0.5,-1.9,1.3
Clc1cc2nc[nH]c2cc1Cl,-6.0,-25.7,-0.7,-28.6,-2.9,7.3,-7.9,-22.2,-1.2
O=C1NCN(c2ccccc2)C12CCN(CCCC(c1ccc(F)cc1)c1ccc(F)cc1)CC2,14.8,-23.3,6.8,-34.6,0.5,9.5,4.0,-10.9,-1.3
CCOC(=O)CCSCC(=O)Nc1cc(C)on1,-3.5,-30.7,3.6,-8.3,.,-0.4,-3.3,-22.8,.
O=c1c2c3c(sc2[nH]c(=S)n1Cc1ccco1)CCC3,-13.7,-20.0,-5.0,-3.8,17.1,11.1,-7.8,16.4,-2.1
Cc1cc(S(=O)(=O)Nc2c(C(=O)O)[nH]c3ccccc23)ccc1F,-11.7,-17.7,0.1,-18.8,-3.2,8.7,-7.3,-13.9,0.4
Cc1cccc(C2CC(c3ccc(F)cc3)Nc3nc(N)nn32)c1 (stereo not given),-5.0,-7.7,1.1,-26.6,1.2,.,.,1.5,-1.2
CCn1c(CNc2ccc(Cl)cc2)nnc1SCc1ccc(C)cc1,-4.6,-10.2[20 µM],10.3,22.8,-4.9,-1.2,-7.1,9.8,1.0
CCOc1ccc(-n2c(O)c(/C=N/Nc3nc(C)cc(C)n3)c3ccccc3c2=O)cc1,-10.2,-17.4,-9.4,-134.1,6.3,5.7,10.3,-14.7,-13.7
CC(C)N(C(=O)c1ccc(-c2ccccc2F)cc1)C(C)C,-7.1,7.4,5.0,25.9,-0.3,-8.4,-9.5,-4.5,-0.5
Cc1ccc(CNc2ncnc(N)c2[N+](=O)[O-])cc1,1.7,-18.6,-7.8,-10.9,-0.9,2.5,-10.2,-5.5,-0.7
Cc1ccc2nc(-c3ccc4c(c3)OCCO4)cc(C(=O)O)c2c1,-5.5,-6.1[20 µM],-32.3,-31.7,-1.5,-3.1,-10.9,-19.8,-1.2
CC(=O)c1ccc(NC(=O)c2ccc(CNc3c(N4CCCC4)c(=O)c3=O)cc2)cc1,-2.1,-27.1,-19.7,-5.9,-1.7,-2.3,-9.5,-11.6,-1.6
Cc1c(C=N)c(O)n(C)c(=O)c1C#N,-9.9,14.6,-88.5,24.3,0.4,0.8,-9.2,10.0,-5.1
COc1ccc(S(=O)(=O)N2CCC(=O)N2)cc1,-5.9,-16.3,2.2,-16.9,-1.7,1.9,-0.3,-14.2,-2.6
COc1cccc(C2C([N+](=O)[O-])=C(N)Oc3cc(C)oc(=O)c32)c1 (stereo not given),-10.2,-21.4,-9.9,9.2,-0.3,4.0,-6.5,-8.4,-0.6
CSc1ncccc1C(=O)OCc1ccccc1,-12.6,2.1,-3.6,-14.3,-1.8,-5.8,-3.8,-19.5,1.5

# Ordered by SMILES length (lowest first): some entries from above
SMILES,NCF1 inh,Furin inhibitor,TbHK1 inh,Calpain2 inh,Runt-CBFb FRET,p97 inhibitor,RBBP9 inh,EBV gp42 inh,Runt-SMMHC FRET
CSc1ncccc1C(=O)OCc1ccccc1,-12.6,2.1,-3.6,-14.3,-1.8,-5.8,-3.8,-19.5,1.5
CCOC(=O)CCSCC(=O)Nc1cc(C)on1,-3.5,-30.7,3.6,-8.3,.,-0.4,-3.3,-22.8,.
CCOc1ccc(-n2c(O)c(/C=N/Nc3nc(C)cc(C)n3)c3ccccc3c2=O)cc1,-10.2,-17.4,-9.4,-134.1,6.3,5.7,10.3,-14.7,-13.7

# Further compounds
SMILES,NCF1 inh,Furin inhibitor,TbHK1 inh,Calpain2 inh,Runt-CBFb FRET,p97 inhibitor,RBBP9 inh,EBV gp42 inh,Runt-SMMHC FRET
Cc1ccc(N/N=C(\C#N)C(N)=S)c(C)c1,-3.3,-13.5,-9.3,-9.2,4.1,3.3,-4.3,3.0,-6.7
COc1ccc(S(=O)(=O)N(CCCN2CCOCC2)Cc2cccc3ccccc23)cc1,-9.5,-24.9[20 µM],-12.7,-15.6,-4.4,-3.2,-7.4,-13.9,-0.8
COC(=O)c1ccc(C)c(NC(=O)CCc2cc(OC)c(OC)c(OC)c2)c1,-17.9,-20.3,-2.7,-11.3,1.1,6.9,-7.4,-27.9,3.4
CC1(C)NC(=O)N(CCCOc2ccc3c(c2)CCC3)C1=O,-10.3,-22.7[20 µM],-3.1,13.6,-1.2,-0.4,-9.1,1.6,-1.0
Cc1ccc(CNC(=O)c2ccc3c(=O)[nH]c4c(C(=O)NCC5CCCO5)sc(=S)n4c3c2)cc1 (stereo not given),-36.0,-12.7,-7.7,46.4,.,1.8,0.6,5.3,-26.4
C#CCOCCOCCOCCNc1nc(N2CCN(C(=O)[C@H]([C@@H](C)CC)n3cc(CCCN=C(N)N)nn3)CC2)nc(N2CCN(C(=O)[C@H](Cc3ccc(O)cc3)n3cc(CCO)nn3)CC2)n1,-4.7,-12.1,2.6,-16.6,-0.1,10.9,-2.1,-9.2,-6.3
O=C(CN1CCN(Cc2ccccc2Cl)CC1)N/N=C/C=C\c1ccccc1[N+](=O)[O-],-8.5,-2.7,-20.0,15.3,-1.3,-5.4,-3.5,2.8,2.2
CN(C)C(=O)CSc1nnc(C23CC4CC(CC(C4)C2)C3)o1,1.4,-18.9[20 µM],1.8,-17.8,-1.1,4.3,-0.4,-3.3,0.8
COCC(=O)Nc1ccc(S(=O)(=O)Nc2cc(C)nc(C)n2)cc1,-2.2,-11.5[20 µM],-7.1,-12.9,-1.9,-1.3,-11.1,-12.1,-2.3
CC(=O)Nc1nnc(CCN2CCCCC2)s1,-7.0,-7.3[20 µM],-3.8,0.8,-3.1,3.9,-3.5,3.4,0.1
COCCN(CCOC)c1nc(N)c2c(N)nc3c(c2c1C#N)CC(=O)N3Cc1ccc(Cl)cc1,0.5,-9.3,-6.1,-255.3,12.5,-5.9,-4.1,-3.2,15.2
Cc1ccc(-n2nnnc2C(=Cc2ccc(N(C)C)cc2)c2nnnn2-c2ccc(C)cc2)cc1,-21.4,12.0[20 µM],1.5,-30.1,.,-0.8,-9.5,-68.1,-154.5
O=C(NCCCN1CCN(Cc2ccccc2)CC1)c1nnc(Cc2c(F)cccc2Cl)o1,-20.8,-24.2,-1.1,-1.5,-0.9,-1.2,1.2,-30.9,0.1
CCOc1ccc(NC(=O)CN(c2cc(C)cc(C)c2)S(=O)(=O)c2c(C)noc2C)cc1,-12.3,-8.7,2.8,0.2,-4.9,1.8,5.6,-12.9,-2.8
CC(C)C(=O)Nc1ncc(C(F)(F)F)cc1Cl,-9.7,-15.5[20 µM],4.7,-7.1,-1.5,5.1,-8.2,-14.3,1.3
CCOC(=O)CSc1nc2c(sc(=S)n2CCc2ccccc2)c(=O)n1Cc1ccco1,-21.6,-8.0,-9.5,0.2,0.3,5.2,-0.7,-18.0,-1.3
Cc1csc(NC(=O)CSc2nnc(-c3ccoc3C)o2)n1,-12.8,-14.5,-26.8,8.9,1.4,7.6,0.7,-22.7,-5.1
O=C(c1ccc(Oc2ccc(C(F)(F)F)cn2)cc1)N1CCN(c2ccccc2)CC1,12.5,-14.1[20 µM],1.7,7.5,-4.9,4.3,-7.2,-16.3,-0.5
CCOc1ccc(Nc2nc(N)nc(CSC(=S)N3CCN(c4ccccc4)CC3)n2)cc1,-22.4,-12.7,-26.4,-24.3,-4.2,6.0,-6.1,-8.2,-2.7
Cc1noc(NS(=O)(=O)c2ccc(N/C=C\C(=O)c3cccs3)cc2)c1C,-6.5,-7.8,-3.0,7.6,7.6,1.6,-0.6,3.3,8.7
Cc1cc(C(c2ccc(C)o2)c2ccc(C)o2)c(O)c([N+](=O)[O-])c1,-5.0,-13.3[20 µM],-4.8,1.0,3.5,-2.0,-9.1,-6.8,-4.8
CCOC(=O)C1=NNC(C(=O)c2ccc(Cl)cc2)C1c1ccc(OC)cc1 (stereo not given),-15.1,-17.6,0.2,-19.1,-3.1,4.5,-0.8,82.2*,0.3
CCOc1ccc(NC(=S)NCc2ccc3c(c2)OCO3)cc1,-34.0,-17.0,-3.8,11.7,8.6,0.3,-10.6,-16.8,8.7
CCCOP(=O)(OCCC)c1c([N+](=O)[O-])cc(C(F)(F)F)cc1[N+](=O)[O-],-3.4,-22.3[20 µM],0.7,39.2,0.1,0.3,6.1,-10.8,-0.3
Cc1ccc(-n2cc[nH]c2=S)c(C)c1,-7.0,-29.5,-2.2,3.7,10.8,12.8,6.9,-26.0,-0.2
CCOC(=O)c1oc2ccccc2c1NC(=O)c1ccc(Cl)s1,-3.9,-12.6,-5.3,-54.1,-0.3,3.2,-3.5,-20.9,0.3
CC(Sc1nc(N)cc(=O)[nH]1)C(=O)NC1CCCCC1 (stereo not given),-13.3,-19.5[20 µM],-0.2,-6.4,0.9,-0.5,9.7,-6.8,-3.1
COc1ccc(C(=O)N/N=C(\C)CC(=O)Nc2cccc(C(F)(F)F)c2)cc1,-0.6,-7.3,0.7,11.1,0.9,-4.3,-11.0,7.0,0.8
Cc1ccc(NC(=O)C(=O)NCc2ccncc2)cc1,8.9,-18.1,3.9,3.8,1.8,-2.3,-5.7,7.5,1.9
O=C(CSC(=S)N1CCOCC1)Nc1nccs1,-15.1,0.3,-0.8,-13.6,0.6,6.8,-1.6,-18.8,1.5
